Compound activity as filed in PubChem BioAssay.
LMP1 NFkB inh: EBV LMP1-driven NF-kappaB luciferase reporter inhibitors, primary screen, cell-based, luminescence, single point; LMP1-induced NF-kappaB luciferase reporter cells; inhibition, % at 12.5 µM; 0.69% of 350,000 active; AID 504558, 2011; in the data active = inhibition above about 41%;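 also: 0% = neutral control wells and 100% = reference inhibitor control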
SRC1 inh: SRC1 coactivator transcriptional activity inhibitors, primary screen, cell-based, luminescence; Nuclear receptor coactivator 1 (Homo sapiens), Q15788; HEK293 GAL4-SRC1 luciferase reporter; inhibition, % at 3.6 µM; 0.12% of 360,000 active; AID 588354, 2011;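 active = inhibition above the campaign mean plus 3 SD, with each screening campaign given its own cutoff, cut at about 60% in these data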;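 also: 0% = DMSO treated cells and 100% = gossypol at 36 µM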
TLR9-MyD88 inh: inhibitors of TLR9-MyD88 association in cells, primary screen, cell-based, CHO, BLA complementation, fluorescence; Toll-like receptor 9 (Homo sapiens) + Myeloid differentiation primary response protein …; CCF4 FRET ratio; inhibition, % at 4.98 µM; 0.21% of 340,000 active; AID 504734, 2011;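 active = inhibition above the mean over all tested compounds plus 3 SD, cut at about 21% in these data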;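 also: 0% = DMSO only wells and 100% = clavulanate BLA inhibitor control wells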
MC4R barr agon: MC4R agonists recruiting beta-arrestin, primary screen, cell-based, luminescence, agonist arm of biased-ligand search. U2OS MC4R beta-arrestin complementation; percent of melanotan II response, DMSO zero. 0.98% of 360,000 active. Melanocortin receptor 4 (Homo sapiens), P32245. activation, % at 8.9 µM;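 active = activation above a per-plate cutoff, the mean activation of sample wells on that plate plus 3 SD, cut at about 8% in these data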
LRH-1 inv ag: LRH-1 (NR5A2) inverse agonists, primary screen, cell-based, luminescence, HEK293T, StAR-luciferase reporter; LRH-1 transfected, 24 h; inhibition, % at 3.6 µM; AID 602396, 2012; Nuclear receptor subfamily 5 group A member 2 (Homo sapiens), O00482; 0.13% of 360,000 active;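 active = inhibition above the mean inhibition of all tested compounds plus 3 SD, cut at about 73% in these data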;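 also: 0% = DMSO wells and 100% = reporter-only cells lacking LRH-1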
NCOA3 inh: SRC3 coactivator transcriptional activity inhibitors, primary screen, cell-based, luminescence; Nuclear receptor coactivator 3 (Homo sapiens), Q9Y6Q9; HEK293 GAL4-SRC3 luciferase reporter; inhibition, % at 3.6 µM; 0.17% of 360,000 active; AID 588352, 2011;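 active = inhibition above a per-campaign cutoff, the mean of all compounds plus 3 SD, cut at about 60% in these data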;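 also: 0% = DMSO-treated cells and 100% = gossypol-treated cells at 36 µM; higher means less SRC3-driven luciferase light from the GAL4 reporter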
MC4R antag cAMP: MC4R antagonists of cAMP signaling, primary screen, cell-based, TR-FRET, antagonist arm of biased-ligand search. Melanocortin receptor 4 (Homo sapiens), P32245. MC4R-expressing cells, MTII-stimulated cAMP, LANCE TR-FRET. inhibition, % at 6.5 µM. 0.48% of 360,000 active;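 active = inhibition above its plate's cutoff, the mean of tested wells on that plate plus 3 SD, cut at about 29% in these data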;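 also: 0% = Melanotan II alone and 100% = Melanotan II plus saturating MCL0020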
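Material: U2OS-MC4R stable cell line | Reagent: Melanotan II challenge after compound preincubation | Doses: One concentration, 6.5 µM nominal | Incubation: 30-min compound preincubation, 1-h Melanotan II challenge, 1-h detection, room temperature | Signal: TR-FRET cAMP assay | Replicates: One well per compound, no replicates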
NR2F2 inh: NR2F2 transcriptional activity inhibitors, primary screen, cell-based, luciferase reporter, HEK293T, luminescence. inhibition, % at 8.6 µM. HEK293T NGFI-A luciferase reporter. COUP transcription factor 2 (Homo sapiens), P24468. 0.7% of 370,000 active;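 active = inhibition above a per-plate cutoff, mean inhibition of test wells between control levels plus 3 SD, cut at about 38% in these data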;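 also: cells cotransfected with COUP-TFII expression vector driving the NGFI-A reporter; 0% = median of COUP-TF2 test wells and 100% = reporter-only cells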
ABHD5-PLIN5 inh: ABHD5-PLIN5 interaction inhibitors, primary screen, cell lysate, split luciferase complementation, luminescence; 0.78% of 360,000 active; Split G. princeps luciferase complementation, 4 h; Perilipin-5 (Homo sapiens) + 1-acylglycerol-3-phosphate O-acyltransferase ABHD5 (Homo …; inhibition, % at 4 µM; AID 602281, 2012;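 active = inhibition above the mean inhibition across every tested compound plus 3 SD, cut at about 22% in these data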;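 also: 0% = DMSO only wells and the 100% control is not disclosed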
SRC2 inh: inhibition of GAL4-SRC2 driven luciferase reporter, primary screen, SRC2 inhibitor project, cell-based, luminescence; 0.17% of 370,000 active; inhibition, % at 9 µM; HEK293 GAL4-SRC2 luciferase reporter; AID 651957, 2012;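 active = inhibition above the mean inhibition of all tested compounds plus 3 SD, set per campaign, cut at about 52% in these data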;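 also: 0% = DMSO treated cells and 100% = cells given Gossypol at 36 µM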
NOD2-RIPK2 inh: NOD2-RIPK2 binding disruptors in cells, primary screen, fluorescence, CHO cells, BLA complementation; Receptor-interacting serine/threonine-protein kinase 2 (Homo sapiens), O43353; CCF4 ratio; inhibition, % at 4.98 µM; 0.38% of 360,000 active; in the data active = inhibition above about 21%;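 also: 0% = vehicle only and 100% = reference blocker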
Active calls of the source: *; . = not tested or not shown. Some of the compounds tested, so the mix of outcomes need not match the whole.

SRC1 inh,MC4R barr agon,NOD2-RIPK2 inh,TLR9-MyD88 inh,LMP1 NFkB inh,LRH-1 inv ag,ABHD5-PLIN5 inh,MC4R antag cAMP,SRC2 inh,NCOA3 inh,NR2F2 inh,compound
19,0.8,-16,-8,9,6,9,-2,20,15,-10,CC(=O)Nc1cccc(C(=O)N2CCN(Cc3ccccc3)CC2)c1
-9,-4.4,9,10,-11,28,21,-64,7,-4,-7,N=c1c(C(=O)NCCc2ccccc2)cc2c(=O)n3ccccc3nc2n1Cc1ccco1
.,.,6,.,.,-7,-1,.,16,.,-4,COc1cccc(-c2oc3c(c2C#CC2(N)CCCCC2)C(O)CCC3)c1 (stereo unspecified)
-2,0.3,-8,2,23,-2,3,10,-15,6,-9,C[C@H]1CN([C@@H](C)CO)C(=O)c2cc(C#CC3(O)CCCC3)cnc2O[C@H]1CN(C)C(=O)C1CC1
3,-1.7,0,-2,-2,-11,-14,3,0,-1,-12,CCCCN(C(=O)C1CCC1)c1c(N)n(CC(C)C)c(=O)[nH]c1=O
-20,-2.5,0,4,1,-10,-5,8,1,3,-8,NNC(=S)Nc1ccc(S(=O)(=O)N2CCCCC2)cc1
-25,-1.8,0,4,3,-6,-1,2,.,-8,.,Cc1ccc(CC(=O)Nc2cc(C)on2)cc1
-7,-1.6,-1,-2,2,6,0,12,7,-2,-7,COC(=O)C1C(=O)C(C(=O)c2ccccc2)C(=O)CC1(C)C (stereo unspecified)
10,1.2,4,-6,4,4,0,4,-18,12,4,COc1cccc(CN(C)C(=O)C23CC4CC(CC(NC(C)=O)(C4)C2)C3)c1OC
6,-1.3,-6,-3,8,10,1,19,7,10,-12,COc1ccc(NC(=O)c2ccc(-c3nn(C)c(=O)c4ccccc34)cc2)cc1C(N)=O
-39,-1.7,3,5,2,-8,-5,4,17,15,8,O=C(c1ccc(-n2cncn2)c([N+](=O)[O-])c1)N1CCN(S(=O)(=O)c2ccccc2Br)CC1
-4,-3.2,-7,2,0,10,0,1,7,-7,16,CN(C(=O)NC1CC(=O)N(c2ccc3c(c2)OCCO3)C1)c1ccccc1 (stereo unspecified)
-6,-1.5,5,-6,-4,-3,9,2,-6,-15,14,CC(C)(C)OC(=O)CC(S(=O)(=O)c1ccccc1)S(=O)(=O)c1ccccc1
2,-1.0,4,-5,7,-11,0,15,16,2,25,CN(C)C(=O)N1CCC(C(=O)N2CCCC(C(=O)c3ccc(C(C)(C)C)cc3)C2)CC1 (stereo unspecified)
-76,0.8,0,-5,-2,-205,-1,-12,-85,-52,-25,O=C(c1ccc(Br)cc1)c1coc2ccc(O)cc12
-9,-0.9,-9,3,-6,-12,-3,13,6,-4,22,CCN(C(=O)CSc1ccc2ccccc2n1)C1CCS(=O)(=O)C1 (stereo unspecified)
10,0.8,1,5,3,8,-3,25,-20,-1,16,O=C(O)C1(P(=O)(c2ccccc2)c2ccccc2)CCC1
2,-0.4,8,-5,13,-6,1,30*,10,5,4,O=C(NCCOc1ccccc1Cl)c1ncn[nH]1
-8,-0.5,-2,8,2,3,-3,7,7,10,9,O=C(CCc1ccccc1)NC1(Cc2ccccc2)CCN(CCc2cccs2)C1=O (stereo unspecified)
-27,0.0,2,8,-12,-46,-2,9,-2,-18,-13,CCOc1ccc(-c2nc(CN(Cc3ccccc3)C[C@@H]3CCC(=O)N3)c(C)o2)cc1
0,-0.4,-6,3,-1,-15,0,6,-17,-1,-25,CCN(CC(=O)Nc1c(F)cccc1F)C(=O)Cn1[nH]c(=O)c2ccccc2c1=O
-47,-0.5,-2,4,-5,6,-2,-1,19,-9,4,Cc1nn(C(C)C(=O)NCc2ccco2)c(C)c1[N+](=O)[O-] (stereo unspecified)
11,0.1,-5,0,9,1,8,-5,-13,19,8,CN(C)c1cc(-c2ccc(Cl)cc2)oc(=O)c1Cl
3,-1.8,-9,0,-11,8,3,-3,17,-8,4,CCOc1ccc(C(C)=O)cc1Cn1nc(C(=O)O)c2ccccc2c1=O
-4,-0.3,-7,9,-3,8,-2,6,-3,0,10,Cc1cc(C)cc(N2C(=O)CC(n3ccnc3)C2=O)c1 (stereo unspecified)
-5,-3.0,-2,-2,4,16,4,6,-32,-5,-8,CC(=O)N(Cc1cc2ccccc2[nH]c1=O)c1ccc(C)cc1
-8,-1.6,8,4,-11,-17,3,8,.,19,.,Cc1ccccc1Cn1nc(C)c(NC(=O)c2cc(-c3cccs3)on2)c1C
-107,-2.2,-1,-8,-21,-149,2,1,-75,-76,-61,CCOC(=O)c1c(N)sc(C(=O)Nc2ccccc2F)c1C
-6,0.9,-5,1,1,20,-5,14,18,-4,1,Cc1ccc2cc(CCNS(=O)(=O)c3ccc(F)cc3)c(=O)[nH]c2c1
9,-1.6,11,-4,0,-9,8,-13,-19,1,16,Cc1noc(C)c1COc1ccccc1C(=O)N(C)CC(=O)Nc1cccc(F)c1
11,0.2,-7,11,-10,7,2,-2,13,14,-8,CC(=O)N/N=C(\C)c1cccc(NC(=O)c2cccs2)c1
-8,-1.9,5,1,-9,-15,-5,8,-8,8,-4,CCN1CCC(NC(=O)Nc2cccc(C(F)(F)F)c2)CC1
-17,-2.6,8,13,0,8,-8,2,12,8,3,CCSc1nnc(NC(=O)Cc2ccccc2OC)s1
-1,-4.2,-1,11,3,-6,-9,3,-11,17,-9,O=C(COc1ccc(F)cc1)N1CCCc2ccccc21
1,-2.3,2,9,1,14,0,13,28,-27,-11,O=C(c1c[nH]c(C(=O)C(Cl)(Cl)Cl)c1)c1ccc(F)cc1F
4,1.0,-14,8,0,-5,-6,7,11,-1,19,COc1ccc(CCC(C)N2CCOCC2)cc1 (stereo unspecified)
-2,-0.8,-4,-2,2,-17,3,22,-3,6,6,CC1CCCCC12NC(=O)N(CC(=O)Nc1sc3c(c1C(N)=O)CCC3)C2=O (stereo unspecified)
-3,-0.7,0,-4,-7,5,2,-2,-5,-21,0,Cc1ccc(S(=O)(=O)Oc2ccc(/C=C(/NC(=O)c3ccccc3)C(=O)NC(C)C(=O)O)cc2)cc1 (stereo unspecified)
4,3.4,0,.,.,6,-13,-7,-17,14,19,OC(Cc1ccccc1Br)c1ncc(-c2cccc(C(F)(F)F)c2)[nH]1 (stereo unspecified)
-18,-1.0,6,.,.,-12,9,8,11,0,-6,COc1ccccc1C(NC(=O)C1CCN(CCOc2ccccc2)CC1)c1ccccn1 (stereo unspecified)
-111,2.5,-1,-13,-18,-122,5,7,-52,-75,-54,O=C(Nc1ccc(-c2nc3ccccc3s2)c(O)c1)C1=COCCO1
1,-1.6,-8,-3,5,9,3,3,-12,-15,-24,COc1ccc2oc(C(=O)N3CCN(S(=O)(=O)c4cccc([N+](=O)[O-])c4)CC3)c(C)c2c1
-22,-2.7,2,-19,0,-20,1,-12,-11,-6,4,COc1cccc(Nc2ccc(Nc3cccc(OC)c3)nn2)c1
-72,-2.9,1,0,-14,-117,1,2,-14,-84,-72,CCC(=O)c1ccc(OCc2ccccc2)c(OC)c1
-27,-0.2,1,-13,-2,-7,-1,25,2,-4,17,CN(Cc1c(C(=O)N/N=C/c2ccccc2F)nnn1-c1nonc1N)c1ccccc1
-1,-2.2,5,-7,9,8,-3,2,14,26,5,CC(C)CCn1nnnc1C(c1ccccc1)N1CCN(C)CC1 (stereo unspecified)
-104,-0.4,-19,-7,-12,-18,17,-11,-21,-52,-32,COc1ccc(-c2cn3ccccc3n2)cc1[N+](=O)[O-]
4,-1.1,-4,3,6,28,2,3,-19,1,-16,Cc1cc(=O)[nH]c(SCC(=O)Nc2ccc(Br)cc2)c1C#N
3,-0.6,2,4,10,9,2,6,-10,20,9,NC(=NCCc1ccc(Cl)cc1)NS(=O)(=O)c1ccc(F)cc1
2,0.5,-12,10,4,-17,-6,10,8,5,5,Cc1ccc(-n2[nH]c(C)c(C=Nc3ccc(S(=O)(=O)Nc4nc(C)cc(C)n4)cc3)c2=O)c(C)c1
-21,0.0,4,1,0,-58,-4,-1,-30,-49,-19,O=C(N/N=C/c1ccc(O)cc1)c1csc2ccccc12
-4,0.8,-5,2,2,0,-4,2,-22,7,0,N#CCCN(C(=O)COC(=O)C1CCN(S(=O)(=O)c2cccs2)CC1)c1ccccc1
2,-1.4,-4,1,-11,-9,-6,7,-5,-5,9,COc1ccc2[nH]c3c(=O)n(CCCCC(=O)N4CCCC4)c(=S)[nH]c3c2c1
0,-1.1,5,6,7,4,6,-5,-34,-3,0,Cc1cc(N/N=C/c2ccncc2)c([N+](=O)[O-])cc1[N+](=O)[O-]
-14,-1.7,-9,-2,-11,12,4,3,10,14,20,CCc1cc(C(=O)Nc2cc(S(=O)(=O)N(C)C)ccc2C)sc1C
-12,0.0,8,.,.,6,4,-1,7,12,6,Cc1ccc(NC(=O)C2(C)CCCN2C)cc1C (stereo unspecified)
8,-0.3,-6,5,11,-20,1,2,10,26,-15,COc1ccc(Nc2ncnc3ccccc23)c(OC)c1
87*,3.3,8,-6,90*,89*,6,-20,67*,90*,68*,CCCc1nc2c(=O)n(C)c(=O)nc-2n(C)n1
0,-1.4,0,-10,-4,6,-8,1,-15,7,17,N#CCCn1cc(C(=O)N2CCCCC2)c(-c2ccc([N+](=O)[O-])cc2)n1
4,-1.1,10,2,3,-4,-5,0,15,17,-8,Cc1ccc(OCCCn2ccnc2)c([N+](=O)[O-])c1
2,-0.7,-6,1,-4,2,-2,11,-10,10,-12,Cc1ccc(CCN2CC(C(=O)NCc3ccc4c(c3)OCO4)CC2=O)cc1 (stereo unspecified)
